GRK2 aptamer HTS: compounds blocking aptamer binding on GRK2 – biochemical, human GRK2, bead flow cytometry, HTS, primary screen; inhibition of aptamer binding, % at 10 µM; FAM-aptamer displacement from GRK2; AID 488847, 2010; hit rate 0.59% among 330,000;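 active = inhibition of aptamer binding above 40%, roughly 3 SD of noise, on plates passing a quality check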;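 also: median bead fluorescence of bound FAM aptamer so fluorescent compounds give negative values; no value below 0 was filed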
Target sequence (P25098 whole entry, looked up): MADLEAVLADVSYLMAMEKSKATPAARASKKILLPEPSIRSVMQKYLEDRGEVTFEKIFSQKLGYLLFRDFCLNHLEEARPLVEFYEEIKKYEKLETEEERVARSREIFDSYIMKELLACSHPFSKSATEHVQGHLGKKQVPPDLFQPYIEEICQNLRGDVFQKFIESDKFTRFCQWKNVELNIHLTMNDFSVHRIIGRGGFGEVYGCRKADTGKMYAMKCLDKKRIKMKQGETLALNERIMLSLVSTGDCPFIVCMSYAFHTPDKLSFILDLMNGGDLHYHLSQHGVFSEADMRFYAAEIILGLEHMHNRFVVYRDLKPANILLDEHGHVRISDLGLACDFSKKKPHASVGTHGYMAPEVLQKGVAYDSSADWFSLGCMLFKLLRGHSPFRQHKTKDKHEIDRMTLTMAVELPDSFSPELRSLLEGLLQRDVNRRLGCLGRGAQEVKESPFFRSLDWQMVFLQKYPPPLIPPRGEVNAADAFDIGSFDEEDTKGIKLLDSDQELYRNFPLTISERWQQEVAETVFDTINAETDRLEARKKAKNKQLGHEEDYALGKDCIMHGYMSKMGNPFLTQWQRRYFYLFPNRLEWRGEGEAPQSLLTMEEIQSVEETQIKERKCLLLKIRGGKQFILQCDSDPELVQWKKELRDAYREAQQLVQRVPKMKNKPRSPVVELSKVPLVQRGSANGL
MCL1 BIM primary: inhibitors of MCL1 binding to BIM-BH3, primary screen, biochemical, fluorescence polarization. GST-MCL1 / FITC-Bim-BH3 fluorescence polarization. Induced myeloid leukemia cell differentiation protein Mcl-1 (Homo sapiens), Q07820. inhibition, % at 10.9 µM. AID 2057, 2009. hit rate 0.68% among 320,000;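 active = inhibition above the mean inhibition of all tested compounds plus 3 SD, set per campaign, cut at about 40% in these data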;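 also: 0% = DMSO wells and 100% = unlabeled Bim-BH3 peptide control; higher means more loss of mP so more displacement of Bim peptide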
CIT2-GFP yeast: modulators of CIT2-GFP expression in yeast, primary screen, S. cerevisiae, GFP fusion, multiplex flow cytometry, MLPCN library; GFP response vs DMSO, % at 10 µM; hit rate 0.065% among 320,000; S. cerevisiae CIT2-GFP strain, 3 h; 100 means same as DMSO wells;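 active = GFP response relative to DMSO above a set limit, near the screen mean plus 3 SD, cut at about 150% in these data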;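 also: ratio of well median GFP fluorescence to mean of DMSO wells on the plate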
AGP1 TOR yeast: modulators of AGP1-GFP expression in yeast TOR pathway, primary screen, cell-based, multiplex flow cytometry, S. cerevisiae, MLPCN library; 3 h; GFP as percent of DMSO wells; GFP response vs DMSO, % at 10 µM; hit rate 0.02% among 320,000;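 active = GFP response relative to DMSO above a set limit, near screen average plus 3 SD, cut at about 150% in these data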;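 also: median GFP channel fluorescence of the gated AGP1 strain per well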
VLA-4 inh: inhibition in human VLA-4 binding assay, primary screen, VLA-4 allosteric modulator project, MLPCN library, flow cytometry, VLA-4 expressing cells | Integrin alpha-4 (Homo sapiens), P13612 | ligand binding flow cytometry | inhibition, % (about 7 µM as worked out from the volumes in the protocol) | hit rate 0.2% among 330,000; in the data active = inhibition above about 50%
Yeast superoxide: reduction of superoxide in aged yeast, primary screen, HTS; S. cerevisiae aged cells, superoxide DHE fluorescence; active compounds read low; superoxide response (% of plate mean), % at 10 µM; hit rate 0.18% among 330,000;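 active = superoxide response under a set limit, about three screen SD below normal, cut at about 65% in these data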;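 also: yeast aged for seven days with compound at 30 °C before DHE staining; 100% = average MFI of all compound-treated wells on the plate with controls excluded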
MEX-5 binding: MEX-5 zinc finger RNA-binding disruptors – biochemical, C. elegans, fluorescence polarization, MLPCN library, primary screen | Zinc finger protein mex-5 (Caenorhabditis elegans), Q9XUB2 | MEX-5/FITC-TCR2 RNA binding; active compounds read low | activity score (negative = inhibition of binding), % at 10 µM | hit rate 0.38% among 300,000 | AID 1832, 2009;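 active = inhibition past about -25% in most replicates, and total fluorescence under double the plate's negative control median, limit read from the data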;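 also: 0% = DMSO and -100% = 5 µM competing unlabeled TCR2 RNA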
GLD-1 RNA inh: GLD-1/TGE RNA complex disruptors, primary screen, biochemical, fluorescence polarization; purified GLD-1 + fluorescein TGE RNA; inhibition, % at 5.96 µM; hit rate 0.44% among 320,000;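 active = percent inhibition above a per-plate cutoff, the plate mean of test compounds plus 3 SD, cut at about 30% in these data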;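 also: 0% = DMSO wells with GLD-1 and probe and 100% = wells lacking GLD-1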
Bcl-xL primary: inhibitors of human Bcl-xL, primary screen, biochemical, fluorescence polarization, HTS. Bcl-2-like protein 1 (Homo sapiens), Q07817. GST-Bcl-xL / FITC-Bim BH3 peptide fluorescence polarization. inhibition, % at 10.9 µM. hit rate 0.7% among 320,000;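 active = inhibition above the mean of all tested compounds plus 3 SD, cutoff set per campaign, cut at about 30% in these data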;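 also: 0% = DMSO wells and 100% = unlabeled Bim-BH3 peptide competitor; inhibitors lower millipolarization by displacing the labeled peptide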
Target sequence (Q07817 whole entry, looked up): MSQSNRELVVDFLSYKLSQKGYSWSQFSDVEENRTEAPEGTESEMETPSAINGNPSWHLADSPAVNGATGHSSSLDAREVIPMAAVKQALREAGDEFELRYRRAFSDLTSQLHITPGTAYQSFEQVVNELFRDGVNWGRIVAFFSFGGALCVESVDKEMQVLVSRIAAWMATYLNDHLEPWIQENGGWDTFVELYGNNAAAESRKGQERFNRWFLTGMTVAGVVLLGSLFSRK
An asterisk follows results filed as active; i = inactive; · = no result given.

Structure	GRK2 aptamer HTS	MCL1 BIM primary	CIT2-GFP yeast	AGP1 TOR yeast	VLA-4 inh	Yeast superoxide	MEX-5 binding	GLD-1 RNA inh	Bcl-xL primary
C/C(=N\NC(=O)C1CCCN(S(=O)(=O)c2ccccc2)C1)c1cccnc1 (centres undefined)	0	-10	100	98	7	98	-0.9	1	-6
Cc1ccc(-c2cc(C(F)(F)F)n3ncc(C(=O)N4CCCc5ccccc54)c3n2)cc1	0	-7	97	100	-19	102	-2.7	-3	-4
CC(C)N(CCO)C(=O)CCc1nnc(Cc2cccc(C(F)(F)F)c2)o1	0	-5	85	91	14	117	0.4	8	-3
O=C(Nc1ccccc1N1CCCCC1)c1ccccc1F	2	2	101	23	32	95	-2.3	7	1
CCCc1nc(Cl)c(C#N)c2c1CCCC2	0	-4	106	104	6	98	-0.9	0	-4
O=[N+]([O-])c1cccc(/C=C2\CCC(/C=N/Nc3ccc4ccccc4n3)=C2N2CCOCC2)c1	0	0	82	92	-65	96	1.5	-1	0
COc1cccc(C(=O)NC(=S)Nc2ccc3oc(=O)ccc3c2)c1	0	1	104	104	15	95	-0.8	-1	0
C/C(=N\O)c1ccccc1C(=O)O	0	4	109	105	-7	100	0.8	4	5
Cc1ccccc1CNC(=O)c1ccc2nc(N3CCOCC3)sc2c1	0	3	99	97	-4	100	0.3	9	7
Cc1cccc(-c2nnc(SCc3nc4ccccc4[nH]3)n2Cc2ccco2)c1	0	-2	91	98	2	115	-3.2	10	-6
CC(=O)c1cccc(N=Nc2c(-c3ccccc3)[nH]n(-c3ccccc3)c2=O)c1	0	-2	99	·	2	97	-1.4	3	3
Cc1cc(C(=O)N2CCN(c3ccccc3O)CC2)c(C)o1	0	2	103	107	4	97	-0.4	12	2
N#Cc1c(NC(=O)CSc2n[nH]c(Cc3ccccc3)n2)oc(-c2ccccc2)c1-c1ccccc1	3	-20	117	105	0	101	-3.0	8	1
Cc1cc(C(=O)Nc2cc(Br)ccc2O)on1	2	11	101	89	5	69	-0.5	10	3
COC(=O)[C@@H]1CCCN1C(=O)c1ccc(OC2CCN(Cc3ccccn3)CC2)cc1	0	2	95	103	11	86	-11	-4	0
O=C(CCNS(=O)(=O)c1ccccc1)N1CCCCCCC1	0	-10	110	112	16	102	-0.9	4	1
COc1ccc(OC)c(S(=O)(=O)N2CCCC2C(=O)N2CCc3ccccc3C2)c1 (centres undefined)	3	-7	102	94	0	99	0.6	10	0
Cc1ccccc1OCCN(C#N)c1nc(N(C)C)nc(N(C)C)n1	0	-9	97	99	0	104	-1.8	4	-3
Cc1cc(C)n(-c2ccc(C(=O)Nc3cccc(S(=O)(=O)N4CCCC4)c3)cc2)n1	2	-3	93	104	0	100	0.7	-10	4
Cc1ccc(OCc2ccoc2C(=O)O)cc1C	18	16	72	81	8	102	-3.7	1	8
CCOC(=O)CN1C(=O)S/C(=C\c2ccc3c(c2)OCO3)C1=O	0	13	98	97	5	101	1.3	-2	3
CCSc1nnc(NC(=O)c2ccc(C)cc2)s1	0	-4	104	90	-6	97	1.0	6	-4
C/C(=N\Nc1nc2c(s1)CCCC2)c1ccccc1	0	6	85	90	0	88	0.3	6	7
Cc1nc(N2CCN(c3ccccc3)CC2)[nH]c(=O)c1C	2	2	109	103	9	104	-2.6	1	0
CCN(CC)S(=O)(=O)c1ccc(=O)n(CC(=O)N2CCCc3cc(C)ccc32)c1	0	6	93	98	-3	103	·	8	5
CCc1nnnn1-c1ccc([N+](=O)[O-])cc1C	0	-2	105	·	i	99	2.5	0	7
CCOc1ccc(C(=O)NCC(=O)NCC(c2ccc(OC)cc2)N2CCCC2)cc1 (centres undefined)	0	-9	87	94	17	120	2.6	8	-4
CCOC(=O)C1CCN(C(=O)c2ccc(OCC(=O)Nc3ccc(OCC)cc3)c(OC)c2)CC1	2	1	91	105	26	95	1.3	3	6
CCc1nnc(NC(=O)CCCSc2nc3ccccc3[nH]2)s1	2	-3	108	106	2	97	0.8	6	1
COc1cc(/C=C2\NC(=S)N(C)C2=O)ccc1OCc1cccc(F)c1	2	-4	98	92	-18	117	-4.9	-6	5
O=C(NCc1cccs1)c1ccc(S(=O)(=O)N2CCOCC2)cc1	0	-5	98	106	14	126	-0.8	-2	3
COc1ccc(NC(=S)N2CCC(C(=O)c3ccc(C)cc3)CC2)cc1	0	13	104	95	0	90	2.4	3	-1
O=C(Nc1ccccc1Cl)c1cc(S(=O)(=O)N2CCCC(C(=O)O)C2)ccc1F (centres undefined)	0	2	96	106	-16	99	-1.8	1	8
Cc1ccc(CCNC(=O)c2nnc(CS(=O)(=O)c3ccccc3)o2)cc1	0	-4	112	103	5	113	1.5	-3	-4
N#C/C(=C\c1c(N2CCN(Cc3ccccc3)CC2)nc2ccccn2c1=O)S(=O)(=O)c1ccccc1	1	11	91	98	-3	95	2.3	-9	14
O=C(NNc1c(Cl)cc(Cl)cc1Cl)C1CCC1	0	-2	104	107	19	108	1.2	4	-1
Cc1nn(C)c(Oc2ccccc2)c1CCNC(=O)CCl	3	7	81	91	-2	99	2.0	-4	9
COc1ccc(-n2ccnc(SCC(=O)NC3CCCC3)c2=O)cc1	35	2	92	100	0	83	-9.0	3	5
Cc1cccc(NC(=O)c2cccc(S(=O)(=O)N3CCCC3)c2)n1	0	3	103	105	6	93	-1.9	-5	3
CCc1ccc(C(=O)O)cc1	0	-2	97	103	4	98	-3.5	-4	-1
COc1ccc(C(=O)Nc2ccc(F)cc2F)cc1OC	4	-3	102	107	14	100	2.3	0	3
C/C(=N\O)C(C)Oc1ccc(Cl)cc1 (centres undefined)	0	0	·	94	5	91	0.4	-2	6
O=C(Nc1ccc(Br)cc1)C1CCN(c2cnccn2)CC1	2	2	89	97	5	104	1.7	4	1
C=CC[C@@H](CC(=O)N[C@H](CO)Cc1ccccc1)C(=O)N[C@H](COC(=O)[C@@H](CC=C)Cc1ccc(F)cc1)C(C)(C)C	0	·	93	103	11	106	·	-1	·
COc1ccc(CNC(=O)c2nnn(-c3cccc(C(F)(F)F)c3)c2N)cc1	2	8	99	99	10	107	1.6	-2	4
CCc1n(CC(O)COC2CCCCC2)c2ccccc2[n+]1C (centres undefined)	0	-16	99	100	0	98	2.4	0	-17
CCCCc1n[nH]c2c1C(=O)CC(C)(C)C2	2	-2	100	101	12	99	0.7	6	3
CC(=O)N(Cc1ccccc1)c1ccccc1C(=O)O	0	7	110	106	-2	100	-4.3	3	6
CCN(c1ccccc1)S(=O)(=O)c1cccc(C(=O)N(C)CCOc2ccccc2)c1	0	1	84	106	17	91	0.2	3	-2
CC1(C)CC2CN(C(=O)Cc3ccccc3)C(C)(C2)C1 (centres undefined)	0	12	101	88	-9	99	1.4	7	8
Cc1ccc(S(=O)(=O)N/N=C/c2ccc(O)cc2O)cc1[N+](=O)[O-]	0	15	119	100	5	104	0.1	22	12
CC(=O)c1cc2c(cc1NC(=O)c1cc3nc(C(C)C)cc(C(F)(F)F)n3n1)OCO2	2	9	97	91	2	98	-3.1	-2	6
COc1ccc(NC(=O)NNC(=O)c2ccc(-c3ccccc3)cc2)c(OC)c1	1	·	81	93	6	88	1.9	·	·
CCC(C)(C)C1CCc2[nH]nc(C(=O)NCCN3CCOCC3)c2C1 (centres undefined)	0	5	97	92	17	97	·	-5	6
COc1cccc(-c2c(-c3cc(OC)cc(OC)c3)n(C)c3ccc(-c4ccc(OC)nc4)cc23)c1	0	0	96	98	10	98	·	-2	-4
CCN1C(=O)[C@@H]2[C@@H](c3ccc(-c4ccc(C(C)=O)cc4)cc3)N3CCCC[C@@]3(C(=O)OC)[C@@H]2C1=O	0	3	101	112	12	102	3.9	1	0
Clc1ccc2nc(-c3ccc4c(c3)OCO4)cn2c1	7	6	97	94	-4	88	-4.0	1	6
CN(CCC#N)Cc1cc(=O)oc2ccc3ccccc3c12	·	8	86	98	25	112	-1.6	7	5
COc1ccnc(Oc2ccc(F)cc2)c1C(=O)N/C=N/OCc1ccc(F)cc1Cl	1	5	97	102	3	104	-2.9	-3	6
O=C(CSc1nnc(SCc2ccc(Cl)cc2)s1)N/N=C/c1ccccc1C(=O)O	1	14	99	103	1	101	·	-7	10
CCCCCN(CCCCC)C(=O)C(CCC(=O)O)NC(=O)c1ccc(Cl)c(Cl)c1 (centres undefined)	3	3	92	92	41	104	-0.7	4	1
O=C1OC(N2CCN(C(=O)C3CCCO3)CC2)c2ccccc21 (centres undefined)	1	4	101	103	6	112	1.0	0	3

Random excerpt: 3 compounds from above.
Structure	GRK2 aptamer HTS	MCL1 BIM primary	CIT2-GFP yeast	AGP1 TOR yeast	VLA-4 inh	Yeast superoxide	MEX-5 binding	GLD-1 RNA inh	Bcl-xL primary
O=C(NCc1cccs1)c1ccc(S(=O)(=O)N2CCOCC2)cc1	0	-5	98	106	14	126	-0.8	-2	3
COc1ccnc(Oc2ccc(F)cc2)c1C(=O)N/C=N/OCc1ccc(F)cc1Cl	1	5	97	102	3	104	-2.9	-3	6
CCCCc1n[nH]c2c1C(=O)CC(C)(C)C2	2	-2	100	101	12	99	0.7	6	3

Shown as labelled records: 4 of the compounds above
CCN1C(=O)[C@@H]2[C@@H](c3ccc(-c4ccc(C(C)=O)cc4)cc3)N3CCCC[C@@]3(C(=O)OC)[C@@H]2C1=O
  GRK2 aptamer HTS: 0 | MCL1 BIM primary: 3 | CIT2-GFP yeast: 101 | AGP1 TOR yeast: 112 | VLA-4 inh: 12 | Yeast superoxide: 102 | MEX-5 binding: 3.9 | GLD-1 RNA inh: 1 | Bcl-xL primary: 0

COc1ccc(NC(=O)NNC(=O)c2ccc(-c3ccccc3)cc2)c(OC)c1
  GRK2 aptamer HTS: 1 | MCL1 BIM primary: · | CIT2-GFP yeast: 81 | AGP1 TOR yeast: 93 | VLA-4 inh: 6 | Yeast superoxide: 88 | MEX-5 binding: 1.9 | GLD-1 RNA inh: · | Bcl-xL primary: ·

N#C/C(=C\c1c(N2CCN(Cc3ccccc3)CC2)nc2ccccn2c1=O)S(=O)(=O)c1ccccc1
  GRK2 aptamer HTS: 1 | MCL1 BIM primary: 11 | CIT2-GFP yeast: 91 | AGP1 TOR yeast: 98 | VLA-4 inh: -3 | Yeast superoxide: 95 | MEX-5 binding: 2.3 | GLD-1 RNA inh: -9 | Bcl-xL primary: 14

CCCCCN(CCCCC)C(=O)C(CCC(=O)O)NC(=O)c1ccc(Cl)c(Cl)c1 (centres undefined)
  GRK2 aptamer HTS: 3 | MCL1 BIM primary: 3 | CIT2-GFP yeast: 92 | AGP1 TOR yeast: 92 | VLA-4 inh: 41 | Yeast superoxide: 104 | MEX-5 binding: -0.7 | GLD-1 RNA inh: 4 | Bcl-xL primary: 1

Screening results deposited in PubChem BioAssay by several laboratories.
